EP2 mod = modulates human prostaglandin E2 receptor EP2 signaling; P43116; EP2-expressing cells, cAMP HTRF FRET, PGE2 co-stimulation; induction, % at 25 µM; hit rate 0.83% among 260,000;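 active means compounds whose cAMP rise, as percent of the full-agonist control response, exceeds 60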;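 further: rat C6 glioma line stably carrying human EP2 under a CMV promoter; the protocol text gives 20 µM as final concentration; 100% = response of wells given 1 µM PGE2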
S1P4 antag = blocks the human S1P4 receptor; O95977; S1P4-expressing cells, antagonist mode, reporter read-out; inhibition, % at 4.98 µM; hit rate 0.26% among 220,000; AID 1510; in the data active means inhibition above about 29%;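 further: 0% = wells stimulated with agonist and 100% = vehicle wells without agonist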
Target sequence (O95977 whole entry, looked up): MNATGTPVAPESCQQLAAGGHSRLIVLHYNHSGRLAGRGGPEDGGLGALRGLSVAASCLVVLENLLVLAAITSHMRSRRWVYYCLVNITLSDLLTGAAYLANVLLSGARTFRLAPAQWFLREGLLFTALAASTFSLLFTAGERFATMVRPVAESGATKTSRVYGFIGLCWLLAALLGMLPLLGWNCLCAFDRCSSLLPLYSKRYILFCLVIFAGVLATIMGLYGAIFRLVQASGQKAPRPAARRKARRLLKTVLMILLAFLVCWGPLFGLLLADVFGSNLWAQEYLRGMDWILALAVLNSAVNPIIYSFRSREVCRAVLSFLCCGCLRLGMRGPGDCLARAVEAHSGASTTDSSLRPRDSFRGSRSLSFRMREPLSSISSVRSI
PERK inhibitor = blocks human PERK kinase. Q9NZJ5. CHO PERK-DD fusion, SEAP luminescence translation reporter. inhibition, % at 5.6 µM. hit rate 0.17% among 220,000;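 active means inhibition above the mean inhibition of all tested compounds plus 3 SD, set separately per screening campaign, cut at about 2.9% in these data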;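 further: PERK kinase domain activated by AP20187 dimerizer at 100 nM; 0% = DMSO with dimerizer and 100% = rapamycin at 8.4 µM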
Ba/F3 V617F tox = lowers viability of Ba/F3 cells expressing EpoR and JAK2V617F | ATP luminescence | inhibition, % at 5.6 µM | hit rate 1.1% among 220,000;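 active means inhibition above the campaign mean plus 3 SD over all tested compounds, cut at about 24% in these data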;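 further: cytokine-independent growth of Ba/F3 cells driven by EpoR plus mutant JAK2; 0% = DMSO-treated cells and 100% = JAK inhibitor I control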
m-calpain inh = blocks pig calpain II enzyme activity; purified calpain II, fluorogenic peptide substrate, 30 min; inhibition, % at 16 µM; hit rate 0.37% among 220,000; AID 1236;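 active means inhibition above about 50%, limit read from the data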
S1P4 agonist = agonists of human S1P4 receptor | O95977 | hit rate 0.35% among 220,000 | S1P4-expressing cell line, agonist reporter assay | activation, % at 4.98 µM | AID 1509; in the data active means activation above about 11%;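 further: 0% = DMSO vehicle and 100% = reference agonist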
TRPML3 agonist = agonists of human TRPML3 channel; hit rate 0.29% among 220,000; activation, % at 3 µM; HEK293 TRPML3-YFP, Fluo-8 calcium fluorescence; 100% = the carbachol control signal; AID 1448; Q8TDD5;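 active means activation above its plate's cutoff, the mean activation of the plate's test wells plus 3 SD, cut at about 12% in these data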;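 further: 0% = DMSO only wells and 100% = carbachol wells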
Target sequence (Q8TDD5 whole entry, looked up): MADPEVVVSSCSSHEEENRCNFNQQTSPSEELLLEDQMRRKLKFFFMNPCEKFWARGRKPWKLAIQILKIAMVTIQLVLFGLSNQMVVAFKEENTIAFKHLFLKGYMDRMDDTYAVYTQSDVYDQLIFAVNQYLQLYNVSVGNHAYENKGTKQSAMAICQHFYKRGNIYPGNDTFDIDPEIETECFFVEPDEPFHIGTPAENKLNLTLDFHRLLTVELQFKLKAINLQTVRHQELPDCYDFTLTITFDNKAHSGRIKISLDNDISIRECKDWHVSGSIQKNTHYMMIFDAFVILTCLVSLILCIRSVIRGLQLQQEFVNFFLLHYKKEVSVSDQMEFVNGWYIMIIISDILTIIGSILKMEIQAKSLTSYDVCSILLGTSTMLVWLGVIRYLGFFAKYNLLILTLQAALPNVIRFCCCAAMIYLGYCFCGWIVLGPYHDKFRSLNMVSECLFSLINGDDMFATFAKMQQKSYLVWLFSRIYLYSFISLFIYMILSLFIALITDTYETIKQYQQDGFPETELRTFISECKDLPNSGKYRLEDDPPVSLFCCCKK
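Material: TRPML3-YFP stable HEK293 cells | Dosing: One concentration, 3 µM nominal, 0.3% DMSO | Timing: 125 s total fluorescence read per well | Technique: Fluo-8 calcium dye fluorescence, ex 470-495, em 515-575 nm | Measure: Percent activation from peak-to-basal fluorescence ratio, scaled between DMSO and carbachol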
BaF3 tox = counter-screen for JAK2V617F inhibitors: parental Ba/F3 viability inhibitors. CellTiter-Glo ATP luminescence. inhibition, % at 5.6 µM. hit rate 1.1% among 220,000. AID 1486;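 active means inhibition above a per-campaign cutoff, the mean inhibition of all tested compounds plus 3 SD, cut at about 27% in these data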;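 further: 0% = DMSO wells and 100% = JAK Inhibitor I control wells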
zfTRPN1 agonist = zebrafish TRPN1 (NompC) channel agonism; HEK293 zebrafish TRPN1-YFP, Fluo-8 calcium fluorescence; 100% = response to 87 µM carbachol; activation, % at 3 µM; hit rate 0.18% among 220,000; AID 1424;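 active means activation above its plate's cutoff, the mean activation of test wells on that plate plus 3 SD, cut at about 19% in these data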;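 further: 0% = DMSO alone and 100% = 87 µM carbachol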
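Material: zebrafish TRPN1-YFP in HEK293 cells; Doses: single test compound dose, 3 µM nominal, 0.3% DMSO; Timing: dye loading 1 h at 37 °C, then 30 min room temperature; Technique: intracellular calcium fluorescence with Fluo-8; Benchmarks: high carbachol 87 µM, low DMSO alone.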
* marks the source's active call; other numbers are inactive results; i = inactive; x = no result given; & = joins results of further samples.

mol,EP2 mod,S1P4 antag,PERK inhibitor,Ba/F3 V617F tox,m-calpain inh,S1P4 agonist,TRPML3 agonist,BaF3 tox,zfTRPN1 agonist
CCCCC#Cc1ccc(C(=O)NNC(=O)Nc2ccccc2)o1,-22,6,1.4,-4,-15,-0.6,-1.0,1,-0.1
N#Cc1c2c(c(NCc3ccco3)n3c1nc1ccccc13)CCC2,-3,2,0.4,-4,-113,0.1,0.1,4,-0.6
CCCCNC(=O)N1CCN(Cc2cccc(F)c2)CC1,16,5,1.6,-1,-17,0.8,0.7,5,-0.6
O=C(COC(=O)c1ccccc1-c1ccccc1[N+](=O)[O-])c1ccccc1,0,-3,-0.4,6,-8,-1.4,-0.1,4,-1.5
CC(=O)N/N=C/c1cc(C(C)(C)C)cc(/C=N/NC(C)=O)c1O,11,-4,0.2,0,i,0.0,0.9,20,3.9
O=C(O)CC(CC(=O)Nc1nncs1)c1ccccc1 (configuration not stated),9&-3,-12,1.0,-4,23,0.9,1.3,-1,-0.8
C=CCn1c(SCC(=O)N2CCCCC2)nnc1-c1ccncc1,-4,-2,-0.7,2,18,-1.1,0.0,9,2.0
COc1ccc(N2C(=O)CSC2c2ccc3c(c2)OCO3)c(OC)c1 (configuration not stated),22,-20,-0.4,-2,-12,1.6,-0.5,6,-0.8
COC(=O)/C(=C\Nc1cccc(Cl)c1C)c1ncc(C(F)(F)F)cc1Cl,14,12,2.2,1,14,0.7,0.4,3,0.8
CSc1nncn1/N=C/c1ccc2c(c1)OCO2,-23,7,1.3,4,0,-0.5,0.6,11,1.0
CCCc1c(O)nc(SCCN(CC)CC)[nH]c1=O,9,1,-0.1,-2,17,0.9,1.2,7,0.8
OCCNc1nc(NCCC2=CCCCC2)nc(N2CCOCC2)n1,6,-21,-0.6,4,15,-0.6,0.2,7,-0.1
Cc1cc(O)cc(O)c1C=NCc1ccco1,-5,23,0.4,2,29,0.2,0.6,6,1.1
CSc1nc2cc(Oc3cccc(Cl)c3Cl)c(Cl)cc2[nH]1,x,5,0.3,4,61*,3.1,0.8,-3,-0.8
CCN(CC)C(=O)C(=O)Nc1cc(C(F)(F)F)ccc1Cl,-4,-16,0.1,-2,2,2.1,0.5,4,-1.6
O=C1c2ccccc2CCCC12N=NCC2c1cccc2ccccc12 (configuration not stated),48,-17,0.2,-1,6,-0.5,56*,2,-1.7
S=C(Nc1ccc2cn[nH]c2c1)Nc1ccc(Cl)cc1Cl,-53,-12,1.4,0,-25,1.3,0.3,1,1.3
CCCCNC(=O)CS(=O)Cc1nc(-c2cccc(Cl)c2)oc1C (configuration not stated),-9,-6,0.4,-3,-8,0.4,-0.6,1,0.1
COc1cc(/C=C2\N=C(c3c(-c4ccccc4)noc3C)OC2=O)ccc1OC(C)=O,-43,-21,0.3,-3,-42,2.8,-0.4,2,-1.6
CCOCCOC(=O)c1ccc(NC(=O)c2cc(OC)c(OC)c(OC)c2Br)cc1,31,-5,-0.7,-1,-4,0.1,0.9,1,1.8
COc1cccc(N=C2C(=O)N3CCCc4cccc2c43)c1,-3,-21,0.6,0,-24,1.1,1.1,6,0.3
O=C(NCc1ccc(F)cc1)c1ccc(CS(=O)(=O)c2ccc(Br)cc2)o1,-35,4,-1.7,2,-4,-0.5,2.6,-1,6.9
CCN1C(=O)C2C(c3cccc(F)c3)NC(C)(C(=O)OC)C2C1=O (configuration not stated),-2,-7,0.8,-2,-1,-0.1,0.1,2,-0.3
Cc1ccc2nc(SCC(=O)NCc3ccco3)c(C)cc2c1,69*,-13,1.2,4,-11,-0.4,0.2,6,-2.5
Nc1ccc2nc(-c3cccs3)[nH]c2c1,4,-22,0.2,-3,i,-0.3,0.5,0,0.1
Cc1csc(NC(=O)CSc2nc(C)cs2)n1,-1,-21,0.8,-1,-40,0.9,0.6,3,-0.8
COc1ccc(-c2noc(CCCOc3ccc(Cl)cc3Cl)n2)cc1,-18,-7,1.1,-2,27,-0.6,0.3,3,0.2
CC1(C)CC(=O)c2cnc(NCC3CCCO3)nc2C1 (configuration not stated),5,10,1.2,-6,-56,0.2,0.7,0,2.1
Cn1nc([N+](=O)[O-])nc1Oc1ccccc1F,26,3,1.2,-1,-11,0.0,0.7,0,1.0
Cc1noc2ncnc(Sc3ccccc3Cl)c12,30,-1,0.3,-2,-33,-1.7,0.3,-1,-1.5
CCN(CC)/C(Sc1ccccc1)=C(\C(Cl)=C(Cl)Cl)[N+](=O)[O-],46,-10,-0.9,-1,10,0.0,0.6,0,0.7
O=C(Oc1cccc(N2C(=O)C3C4c5ccccc5C(c5ccccc54)C3C2=O)c1)c1ccco1 (configuration not stated),14,0,-0.5,3,2,-0.6,-0.2,8,0.4

TRPML3 agonist, entries above that show a hit
structure | EP2 mod | S1P4 antag | PERK inhibitor | m-calpain inh | S1P4 agonist | TRPML3 agonist
O=C1c2ccccc2CCCC12N=NCC2c1cccc2ccccc12 (configuration not stated) | 48 | -17 | 0.2 | 6 | -0.5 | 56*

The list goes on:
mol,EP2 mod,S1P4 antag,PERK inhibitor,Ba/F3 V617F tox,m-calpain inh,S1P4 agonist,TRPML3 agonist,BaF3 tox,zfTRPN1 agonist
CSc1ccc(CN2CCN(Cc3ccc([N+](=O)[O-])cc3)CC2)cc1,-9,-20,0.6,-3,-6,-0.5,4.1,0,7.7
CCOC(=O)c1c(NC(=O)c2ccc(N3C(=O)[C@@H]4[C@H](C3=O)[C@H]3C=C[C@@H]4C3)cc2)sc2c1CC(C)CC2 (some centres not stated),55,-20,0.9,2,-107,0.8,1.0,0,0.7
CC(=O)c1cc2c(cc1NC(=O)c1cc3nc(C(C)C)cc(C(F)(F)F)n3n1)OCO2,11&32,-17,0.2,1,-108,1.6,1.1,5,1.5
COC(=O)CCC(=O)NNC(=O)c1ccc(Br)cc1,-6,-13,1.4,-2,19,0.7,-0.4,2,0.9
CC(=O)N(C1=C(Cl)C(=O)c2ccccc2C1=O)C1CCCCC1,-30,52*,-0.9,2,-119,0.8,0.6,-5,-1.1
Cc1cc([N+](=O)[O-])ccc1NC1CCCC1,-3,-6,1.1,-4,14,-3.5,-0.5,6,-2.1
CCO/C=C1\C(=O)N(c2ccccc2)C(=O)c2ccccc21,-13,-30,0.4,1,-390,2.3,0.7,5,0.5
CC(=O)NC1=NN(C(C)=O)C(C)(CC(=O)OC(C)(C)C)S1 (configuration not stated),17,-18,-1.1,-1,-38,1.5,1.1,1,2.8
Cc1ccc(S(=O)(=O)N2CCN(C)CC2)cc1[N+](=O)[O-],24,-2,1.9,0,-12,1.1,0.5,4,0.9
Cc1ccc2[nH]c3c(=O)n(CCN4CCOCC4)cnc3c2c1,12,-7,-0.4,1,-38,1.9,1.2,-5,0.5
O=C(COc1ccccc1)N1CCN(S(=O)(=O)Cc2ccccc2)CC1,-7,-4,-0.3,1,-34,1.6,1.0,4,2.2
CC(=O)c1cccc(NC(=O)Nc2cnn(Cc3ccc(Cl)cc3Cl)c2)c1,-58,7,-1.4,-4,-27,-1.4,1.9,7,2.3
CCOc1ccc2nc(SCC(=O)NC3CCCc4ccccc43)sc2c1 (configuration not stated),28,-20,0.8,-3,-6,3.3,0.7,4,0.3
COc1ccc(/C=N/NC(=O)CCn2c3ccccc3c3ccccc32)cc1OC,-93,2,1.9,0,-62,1.4,0.1,9,1.7
Cc1ccc(C2=NN(S(=O)(=O)c3ccccc3)C(c3ccccc3O)C2)cc1 (configuration not stated),48,-29,0.3,8,-51,-1.7,-0.7,6,-0.3
CC(C)NCC(=O)NC12CC3CC(CC(C3)C1)C2,8,-8,0.0,2,-24,2.8,-0.3,7,-0.2
Cc1ccc2c(C)c(C(=O)Nc3nnc(C)s3)oc2c1,-7,-7,0.8,-5,-1,0.1,0.7,4,0.3
CCn1cc(C(=O)NCCCOC)c2cc(OC)c(OC)cc2c1=O,-4,-22,0.4,-3,1,0.9,0.7,0,0.2
CCC(C)(C)NC(=O)C(c1ccc(C)cc1)N(CCN1CCOCC1)C(=O)CNC(=O)c1cccs1 (configuration not stated),29,-23,1.5,-2,-20,1.1,0.7,7,1.3
Cc1ccc(C(=O)NCCc2ccc(S(N)(=O)=O)cc2)o1,27,-30,0.9,2,-24,-0.5,0.8,6,0.6
N=C1C(c2ccccc2)=C(O)CN1c1cccc(S(=O)(=O)N2CCCCC2)c1,-10,5,0.0,0,-5,1.8,0.5,4,-0.9
CCCSc1nc2c(cnn2-c2ccc(Cl)cc2)c(=O)[nH]1,33,-3,0.3,0,1,4.1,0.8,2,0.9
CCN1C(=O)/C(=C\N2CCCc3ccccc32)SC1=S,10,-14,0.2,-1,-26,1.4,0.4,0,-0.3
CCCCNC(=O)C1CCC(CNc2nc(=S)[nH]c3ccccc23)CC1 (configuration not stated),-5,-2,0.7,2,-5,-0.6,0.1,5,-0.5
C=C(c1ccc(OCCO)cc1)c1ccc(OCCO)cc1,-18,-14,-0.1,-2,26,1.9,0.9,4,-0.1
CC1CCN(Cc2ccc(-c3nnn(CC(=O)Nc4ccccc4Cl)n3)cc2)CC1,-3,-17,-0.9,-2,-7,1.9,1.5,3,1.6
Cn1cc(C2N3CC4(C)CN2CC(C)(C3)C4=O)c2ccccc21 (configuration not stated),16,-8,-0.4,2,-3,1.5,0.0,-2,0.2
Cc1c(C#N)c(N=CN(C)C)c(C(=O)c2ccc(Br)cc2)n1-c1ccc(Cl)cc1,21,-15,-0.7,2,27,-1.9,0.0,4,-0.9
CCn1c(CNC(=O)Cc2ccc(OC)cc2)nnc1SCC(=O)Nc1nccs1,0,-24,0.3,-2,2,1.5,-0.1,0,-0.6
Cc1ccc(C(=O)c2cncc(Br)c2)cc1,-6,-8,1.0,1,15,-0.7,-0.2,9,0.6
CC1(C)C2CCC1(CS(=O)(=O)NCc1ccc(C(=O)O)cc1)C(=O)C2 (configuration not stated),28,-29,0.6,0,-5,-0.7,-0.5,2,0.5
CCOC(=O)/C(N=Nc1c(C)n(C)n(-c2ccccc2)c1=O)=C(/O)c1ccccc1,-12,6,0.7,3,-30,0.9,-0.7,8,-0.4
CC(=O)c1cccc(N(C(=O)c2cnccn2)C(C(=O)NCc2ccccc2)c2ccco2)c1 (configuration not stated),19,-6,-1.0,2,-25,0.8,-0.3,5,1.3
COc1ccc(CN(C(=S)Nc2ccccc2)C2CC(=O)N(c3ccccc3)C2=O)cc1 (configuration not stated),-16,-1,-0.2,-3,4,0.1,-0.3,6,0.2
Cc1nc2c(-c3ccccc3)c(C)nn2c(C)c1CCC(=O)NCc1ccco1,22,4,-0.3,-2,12,-2.6,-0.4,0,-0.7
CCC(C)N1CC(C(=O)O)CC1=O (configuration not stated),3,0,0.2,2,17,3.9,0.8,4,1.1
